Mot1-301 SUMO: yeast Mot1-301 growth rescue at high temperature, primary screen, SUMOylation pathway inhibitor project, S. cerevisiae, ATP luminescence, 38.5C; S. cerevisiae Mot1-301 growth rescue; percent above DMSO median, 100 means doubled; growth rescue, % at 18.8 µM; hit rate 1% among 320,000; AID 2716, 2010;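 active = every valid replicate shows activation above 250% relative to neutral control wells; inactive = the rest, any valid replicate at or below 250%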;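 note: OY570 slx delta 5 strain wells were the positive control but not used for scaling; some compounds called inactive have numbers as strong as hits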
PfHsp90 set2: growth inhibition of PfHsp90-expressing yeast, primary screen, antimalarial PfHsp90 inhibitor project, S. cerevisiae, BacTiter-Glo luminescence, single point, set 2; BacTiter-Glo ATP, 48 h; yeast lacking PDR1 and PDR3 efflux regulators; inhibition, % at 9.4 µM; hit rate 0.32% among 310,000; AID 504621, 2011;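 active = every replicate shows inhibition above about 80%, whatever the replicate mean, limit read from the data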;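 note: 0% = DMSO neutral controls and 100% = 20 µM radicicol positive controls; yeast relying on Plasmodium falciparum Hsp90 in place of its own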
HTR5A inv ag: HTR5A inverse agonists in luminescence cell assay, primary screen, counter-screen for OPRM1-OPRD1 heterodimer inverse agonist project, full-deck HTS; 5-hydroxytryptamine receptor 5A (Homo sapiens), P47898; HTR5A cell line, inverse agonism; inhibition, % at 9.3 µM; hit rate 0.083% among 340,000; in the data active = inhibition mostly above about 23%, no sharp cut-off; inactive = mostly below about 18%;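 note: 0% = cells with DMSO and 100% = no-cell wells with DMSO; some compounds called inactive have numbers as strong as hits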
AddAB inh: growth inhibition of E. coli expressing H. pylori AddAB, primary screen, AddAB inhibitor project, absorbance; inhibition, % at 11.9 µM; hit rate 0.29% among 330,000; AID 435030, 2010; in the data active = inhibition above about 12%;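 note: 0% = vehicle wells of infected cells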
Tat transport: E. coli Tat export inhibitors, primary screen, MC4100, TorA-mCherry reporter, fluorescence, single point; inhibition, % at 10 µM; hit rate 0.036% among 340,000; AID 488895, 2010;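 active = mean replicate inhibition at least 50% and at least half of replicates individually reaching 50%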;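 note: exported cargo escapes ClpAP degradation while cytoplasmic cargo is degraded and loses fluorescence; 0% = median of neutral control wells and 100% = median of NaSCN control wells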
OPRM1-OPRD1 ag: agonists of OPRM1-OPRD1 heterodimerization, primary screen, cell-based, luminescence | hit rate 0.3% among 340,000 | activation, % at 9.3 µM | Mu-type opioid receptor (Homo sapiens) + Delta-type opioid receptor (Homo sapiens), … | cells | AID 504326, 2011; in the data active = activation above about 18%;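 note: 0% = vehicle-treated cells and 100% = reference agonist; values of inactives mirror those of a sister screen read the other way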
Target sequence (P35372 whole entry, looked up): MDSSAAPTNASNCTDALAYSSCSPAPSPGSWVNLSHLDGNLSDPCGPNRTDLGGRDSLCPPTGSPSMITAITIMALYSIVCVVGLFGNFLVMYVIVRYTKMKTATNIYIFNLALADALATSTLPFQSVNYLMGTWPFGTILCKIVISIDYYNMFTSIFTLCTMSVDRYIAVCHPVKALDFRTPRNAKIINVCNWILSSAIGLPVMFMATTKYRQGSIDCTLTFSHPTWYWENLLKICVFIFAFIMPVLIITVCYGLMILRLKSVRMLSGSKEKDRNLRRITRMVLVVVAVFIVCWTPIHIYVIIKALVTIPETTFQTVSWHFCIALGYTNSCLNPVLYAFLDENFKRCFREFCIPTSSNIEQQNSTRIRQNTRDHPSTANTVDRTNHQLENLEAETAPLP
Target sequence (P41143 whole entry, looked up): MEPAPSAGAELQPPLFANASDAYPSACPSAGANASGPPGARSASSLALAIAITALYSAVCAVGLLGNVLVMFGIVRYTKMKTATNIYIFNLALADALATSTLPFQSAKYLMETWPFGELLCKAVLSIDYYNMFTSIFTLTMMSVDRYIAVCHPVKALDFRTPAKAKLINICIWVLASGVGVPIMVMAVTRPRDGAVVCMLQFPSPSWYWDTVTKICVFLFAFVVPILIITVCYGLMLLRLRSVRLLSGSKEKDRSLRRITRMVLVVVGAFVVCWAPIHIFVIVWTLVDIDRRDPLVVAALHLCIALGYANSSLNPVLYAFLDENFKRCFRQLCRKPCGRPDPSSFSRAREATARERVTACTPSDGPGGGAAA
phage Ecoli inh: growth loss of phage-infected E. coli, primary screen, RecBCD inhibitor project, absorbance, with phage, HTS. hit rate 0.26% among 360,000. inhibition, % at 11.9 µM. AID 651602, 2012; in the data active = inhibition above about 11%
OPRM1-OPRD1 inv: inverse agonists of MOR-DOR heterodimerization, primary screen, cell-based, luminescence. hit rate 0.21% among 340,000. inhibition, % at 9.3 µM. Mu-type opioid receptor (Homo sapiens) + Delta-type opioid receptor (Homo sapiens), …. cell-based MOR-DOR heterodimer luminescence, inverse agonism; in the data active = inhibition above about 22%, passing the limit was not always enough;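 note: 0% = cells with DMSO and 100% = wells without cells with DMSO; values of inactives mirror those of a sister screen read the other way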
Ecoli viability: E. coli V3065 growth inhibition, primary screen, counter-screen for AddAB inhibitor project, absorbance, OD600. inhibition, % at 11.9 µM. AID 449728, 2010. 18 h. hit rate 0.27% among 330,000;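 active = inhibition above the campaign's mean inhibition across all tested compounds plus 3 SD, cut at about 9.9% in these data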;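 note: uninfected addAB+ strain grown without phage in ampicillin broth; 0% = DMSO wells and 100% = ciprofloxacin 0.95 µg/ml wells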
PKA-R1A activ: activators of PKA-R1A holoenzyme, primary screen, biochemical, fluorescence polarization, Cy5-IP20, bovine R1A, mouse PKAc. activation, % at 11.4 µM. cAMP-dependent protein kinase type I-alpha regulatory subunit (Bos taurus) + …. PKA-R1A dissociation; scaled: DMSO 0%, 113 µM cGMP 100%. hit rate 0.083% among 340,000;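 active = percent activation above the mean of all tested compounds plus 3 SD, cut at about 19% in these data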;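 note: higher means more PKAc released from R1A so a rise in polarization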
PKA-R2B act: activators of PKA-R2B holoenzyme, primary screen, biochemical, fluorescence polarization, Cy5-IP20, human; hit rate 0.079% among 340,000; activation, % at 11.4 µM; PKA-R2B holoenzyme dissociation; R2B truncated from residue 108, S112A mutant; 0% DMSO only, 100% 113 µM cGMP; AID 504700, 2011; cAMP-dependent protein kinase catalytic subunit beta (Homo sapiens) + cAMP-dependent …;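 active = activation above a cutoff set at the mean over all compounds plus 3 SD, cut at about 18% in these data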;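 note: higher means more holoenzyme dissociation and a rise in polarization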
The depositor's hits bear a star; nt = no result given; + = active, no number. This is a random part of the collection (roughly 2.2% active in at least one column).

SMILES	Mot1-301 SUMO	PfHsp90 set2	HTR5A inv ag	AddAB inh	Tat transport	OPRM1-OPRD1 ag	phage Ecoli inh	OPRM1-OPRD1 inv	Ecoli viability	PKA-R1A activ	PKA-R2B act
N#CC(C#N)=C1C=C2C=C(N3CCOCC3)CCC2CC1 (stereo unspecified)	nt	5	14	nt	-10	-2.5	2.7	12	nt	-9	-2
O=C(CCNS(=O)(=O)c1cccc2nsnc12)NCCc1ccccc1	2	-84	-3	0.2	4	-2.4	2.8	14	0.0	-11	-7
Cc1cc(C)cc(NC(=O)CCC(=O)Nc2nnc(C(C)C)s2)c1	31	15	-35	4.0	4	-3.0	-0.6	15	3.0	2	2
O=C(CSC(=S)N1CCCC1)Nc1ccc(Br)cc1Cl	26	-25	-8	1.5	10	-0.7	1.6	5	-2.2	6	-9
CN(C)CCCN(C(=O)c1ccco1)c1nc2c(F)cc(F)cc2s1	11	-2	-9	0.8	-1	-2.8	2.2	13	-0.6	12	11
C=Cn1cc[n+](CC(=O)c2ccc(-c3ccccc3)cc2)c1	12	-6	-49	11	2	-1.5	5.6	8	13*	5	0
CC(SC1CCCC1)C(=O)NC(C)(C#N)C(C)C (stereo unspecified)	6	-4	2	1.4	-3	-1.2	2.5	6	2.2	9	-8
COc1ncccc1C(=O)N1CCCC(C(=O)c2cc(F)ccc2F)C1 (stereo unspecified)	4	10	-6	3.2	-2	-2.1	2.5	14	-0.2	-2	-10
Cc1c(Cl)cccc1Nc1nc(N)nc(CN2CCCCCC2)n1	-5	-1	-36	-4.2	-7	-0.3	1.2	2	-1.8	6	-14
N#Cc1ccccc1Sc1ccccc1C(=O)OCC(=O)NC12CC3CC(CC(C3)C1)C2	-20	-7	1	3.8	-7	3.0	5.2	-15	0.3	6	-11
CCCn1c(CCl)nc2cc(S(=O)(=O)N3CCOCC3)ccc21	-3	4	4	0.5	0	1.9	2.9	-9	2.8	9	8
O=C1C(=O)N(c2ccccc2)C(c2ccccc2[N+](=O)[O-])/C1=C(\O)c1ccccc1 (stereo unspecified)	60	-1	6	1.6	-3	-3.2	2.2	17	1.9	4	-9
C=CCc1cccc(CNc2nc3ccccc3n2C(C)C)c1O	54	18	15	3.8	14	5.1	3.7	-29	2.2	-20	-11
CCNC(=O)CSc1nnc(-c2ccccc2Br)n1-c1cccc(C(F)(F)F)c1	20	16	6	-1.7	-4	-0.6	3.4	3	-1.8	7	10
Cc1cc2c(cc1C)C(c1ccccc1Br)CC(=O)N2 (stereo unspecified)	18	23	-7	0.2	9	9.1	1.2	-52	0.1	-12	2
Cc1[nH]c(N)nc(=S)c1CCCNc1ccccc1	nt	nt	10	nt	2	-2.7	3.7	14	nt	-2	0
Cn1c(SCC(=O)Nc2ncc(C(F)(F)F)cc2Cl)nnc1-c1ccc(Cl)cc1	12	-6	11	-1.4	8	1.5	0.6	-8	-3.8	-5	-7
O=C(O)Cn1nnnc1SCC(=O)Nc1ccc(OC(F)(F)F)cc1	10	-9	3	0.9	2	-0.8	1.4	5	-0.1	-2	5
CCN(CC)Cc1cc(NC2=NS(=O)(=O)c3ccccc32)ccc1OC(=O)c1ccccc1	1	14	-35	3.2	-3	-2.2	4.4	12	1.0	-11	3
CN1CCCC(OC(=O)c2cc(Cl)cc(Cl)c2)C1 (stereo unspecified)	0	9	-9	0.5	-2	1.0	4.2	-5	1.6	11	-1
COc1cccc(N=Cc2nc(-c3ccccc3)oc2OC(C)=O)c1	11	-5	-7	3.0	0	-3.1	2.2	16	0.8	6	-5
COC(=O)C1=NNC2(c3ccc(C)cc3)C(=O)N(c3cccc(C)c3C)C(=O)C12 (stereo unspecified)	7	-3	11	1.1	4	-4.8	2.7	26	-1.6	-5	-3
CCCN(CC(=O)Nc1ccc(F)c(F)c1F)Cc1cc(=O)n2ccsc2n1	-5	nt	28	-2.7	-6	-0.3	3.4	1	-1.9	2	-12
CC1CC(C)CN(C(=O)CSc2n[nH]c(N)n2)C1 (stereo unspecified)	-7	-33	19	-1.2	1	-2.8	2.8	10	1.9	12	3
Cc1cc2nnc(SCC(=O)Nc3cccc(S(=O)(=O)N4CCOCC4)c3)n2c2ccccc12	-4	7	12	-0.1	-5	-1.5	4.8	8	-2.3	-11	-7
Cc1c(OCC(=O)NCCCN2CCCC2=O)ccc2c3c(c(=O)oc12)CCC3	5	15	2	1.8	2	-2.8	0.9	14	-0.2	6	3
CCOC(=O)c1cc2sc(C)cc2n1CC(=O)NCc1ccc(F)cc1	-3	-43	-22	0.0	-1	8.1	-0.4	-47	-0.7	9	2
CC(=O)c1ccc(NC(=O)CCNC(=O)c2ccc(Cl)cc2)cc1	20	-20	-2	1.1	-3	-2.4	3.4	12	-0.3	-6	-2
O=C(COC(=O)/C=C/c1cccc(F)c1)Nc1cccc(S(=O)(=O)NC2=NCCCCC2)c1	0	7	-9	1.9	9	-4.0	-0.2	16	-0.6	-7	2
CC1CCCC(C)N1C(=O)COC(=O)c1c[nH]c2ccccc12 (stereo unspecified)	2	-2	12	0.3	4	-0.8	4.2	3	-0.9	1	-3
COc1cccc(C(=O)C2CCCN(Cc3cccc(OCCO)c3)C2)c1 (stereo unspecified)	-11	6	11	2.5	-1	-3.5	3.4	16	0.7	1	6
CC(=O)N1CCc2cc(Br)cc(S(=O)(=O)NCCCN3CCC(C)CC3)c21	-4	14	-12	2.5	3	-2.4	0.8	14	-0.2	2	-3
CCN(CC)C(=O)[C@H]1CC(CC(=O)NC(C)(C)C)C(=O)N2CCc3c([nH]c4ccc(OC)cc34)[C@]12C (stereo partly specified)	nt	0	-15	0.1	-6	-2.2	1.0	11	0.9	-5	4
CCCCNC(=O)c1oc2ccc(S(=O)(=O)N3CCCC3)cc2c1C	21	10	-6	1.7	8	-0.2	2.2	2	-2.7	-13	4
CCCC(=O)Nc1c2c(nn1-c1ccc(OC)cc1)CS(=O)(=O)C2	5	31	14	0.2	5	-1.0	-0.6	5	0.2	-9	7
CC(=O)Nc1ccc(Sc2ccccc2C(=O)O)cc1	-13	26	-15	3.1	4	-1.9	0.8	11	-0.1	4	11
O=C1C(Cl)=C(NCCN2CCOCC2)C(=O)c2ccccc21	27	1	6	-3.2	-2	-0.1	-0.9	1	-2.9	-3	-5
CS(=O)(=O)N1N=C(c2ccco2)CC1c1ccc(Br)cc1 (stereo unspecified)	539	0	-5	2.0	-12	-0.2	2.0	1	1.5	-6	-2
O=S1(=O)Nc2c(ccc3cccnc23)-c2ccccc21	+	151*	12	51*	21	-4.8	nt	28	51*	7	7
O=c1c2ccccc2nc(SCc2nc3ccccc3s2)n1CCCO	-11	-21	3	0.1	5	0.1	-1.9	-1	-1.2	-6	-1
COCCN1CCn2c(nc3cc(Nc4nnc(C)c5ccccc45)ccc32)C1	-16	3	nt	2.2	-2	nt	4.1	nt	0.5	-2	-5
Cn1cc(Br)c(-c2cccc(N3C(=O)CC(C)(C)CC3=O)c2)n1	-14	-1	-30	0.0	-4	-1.1	0.5	5	0.3	-6	8
CN(C)CCNc1ncnc2oc(-c3ccccc3)c(-c3ccccc3)c12	-14	11	4	nt	4	-0.8	1.2	5	nt	9	-3
CN(C(=O)c1cccc(NC(=O)Cc2ccc(NC(=O)C3CCN(C(=O)C4CCC4)CC3)cc2)c1)C1CC1	nt	-4	1	nt	-1	-2.4	0.6	11	nt	-2	-9
COc1ccc(-c2noc(CCc3ccccc3)n2)cc1	3	-7	-3	4.3	0	3.3	3.8	-15	0.2	6	-15
C(=N\Nc1nc2ccccc2[nH]1)/c1cccs1	0	-1	2	0.3	4	-1.4	1.3	8	-1.5	-13	0
O=C(OCc1nc2ccsc2c(=O)[nH]1)c1ccccc1	-11	9	0	1.9	-5	-0.9	4.4	6	1.6	4	-13
O=C(O)c1ccc(NC(=S)N2CCCCC2)cc1	65	4	-10	0.8	-3	-2.2	1.6	11	-2.4	-8	-4
O=C(OCC(O)C(O)C(O)C(SCc1ccccc1)SCc1ccccc1)c1ccccc1 (stereo unspecified)	nt	-18	-11	nt	13	10.0	0.0	-50	nt	-12	-9
c1ccc(CSc2ccc3nnc(-c4cccnc4)n3n2)cc1	nt	16	-37	-0.7	-12	-2.8	3.6	17	-1.0	2	7
The listing continues:
SMILES	Mot1-301 SUMO	PfHsp90 set2	HTR5A inv ag	AddAB inh	Tat transport	OPRM1-OPRD1 ag	phage Ecoli inh	OPRM1-OPRD1 inv	Ecoli viability	PKA-R1A activ	PKA-R2B act
S=C1NNC2(CC3CC2C2CCCC32)NN1 (stereo unspecified)	93	12	0	-0.6	-9	-3.4	3.6	16	-0.7	2	8
CCOC(=O)C1CCCN(C/C=C/c2ccccc2[N+](=O)[O-])C1 (stereo unspecified)	-1	-12	-1	1.6	-4	-0.3	1.2	2	4.2	4	-13
Cc1cccc(Nc2cc(C)nc3ccccc23)c1	-21	-6	6	-0.8	-6	-0.5	0.6	3	-3.7	4	-3
Cc1c(NC(=O)CSc2nnnn2Cc2ccccc2)c(=O)n(-c2ccccc2)n1C	11	nt	-27	1.3	-2	1.2	-0.2	-7	-1.0	-2	-1
Cc1nnc(-c2ccccc2)o1	29	-8	-21	-1.2	-9	-2.1	1.4	11	-3.0	-11	-4
Cc1cccc(C)c1OCC(O)CN (stereo unspecified)	-6	-4	-25	0.6	2	0.0	2.4	0	1.6	-12	-11
COc1ccc(Nc2cc(C)c3cc([N+](=O)[O-])ccc3n2)cc1	-19	-1	9	-0.7	9	-0.1	0.5	1	0.8	-3	4
CCN(c1ccccc1)S(=O)(=O)c1ccc(OC)c(NC(=O)CNC)c1	8	19	-1	-4.0	0	-3.1	3.1	15	-2.5	-10	7
COc1ccc(S(N)(=O)=O)cc1C(N)=O	-1	7	-6	-1.4	-14	-3.2	1.2	16	-1.3	-5	2
COc1ccc(NC(=O)CCSc2ccc(F)cc2)cc1	-3	nt	-14	1.7	-1	-0.5	0.9	2	0.6	-1	-1
CCOC(=O)c1c(C)n(CC(O)CN(CC)CC)c2cc(Br)c(OC)cc12 (stereo unspecified)	nt	-6	6	2.0	3	-2.1	0.2	10	0.4	-6	4

High-throughput results from PubChem BioAssay.
